Screening data deposited in PubChem BioAssay by Broad Institute.
ERAP1 inh – blocks human ERAP1 aminopeptidase activity; recombinant ERAP1, Leu-AMC fluorescence, 60 min; inhibition, % at 10.7 µM; 0.15% of 340,000 active; AID 652197;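 active means mean replicate inhibition of at least 30%, or all replicates individually reaching that 30% level; inactive means mean below 30% and not every replicate reaching it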;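 further: 0% = neutral control wells and 100% = L-leucinethiol positive control wells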
PGC1a acetyl inh – PGC1a acetylation modulation, inhibitor mode; U2OS PGC1a acetylation, AlphaScreen anti-acetyl-lysine; with virally co-expressed GCN5 acetyltransferase; inhibition, % at 15.6 µM; 0.17% of 350,000 active;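 active means every replicate shows inhibition of at least 40%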;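 further: 0% = neutral control wells and 100% = positive control wells; some results beyond the cut were filed as inactive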
RAD54 inh – inhibitors of human RAD54 branch migration; Q92698; RAD54 Holliday junction branch migration, FAM/BHQ fluorescence; inhibition, % at 10.4 µM; 0.14% of 360,000 active; AID 602329;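 active means mean normalized replicate activity at least 40 and at least half of replicates scoring 40 or more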;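 further: 0% = median of neutral control wells and 100% = median of positive control wells; inhibitors cause a drop in the FAM fluorescence signal; in these data hits start at about 50%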
Target sequence (Q92698 whole entry, looked up): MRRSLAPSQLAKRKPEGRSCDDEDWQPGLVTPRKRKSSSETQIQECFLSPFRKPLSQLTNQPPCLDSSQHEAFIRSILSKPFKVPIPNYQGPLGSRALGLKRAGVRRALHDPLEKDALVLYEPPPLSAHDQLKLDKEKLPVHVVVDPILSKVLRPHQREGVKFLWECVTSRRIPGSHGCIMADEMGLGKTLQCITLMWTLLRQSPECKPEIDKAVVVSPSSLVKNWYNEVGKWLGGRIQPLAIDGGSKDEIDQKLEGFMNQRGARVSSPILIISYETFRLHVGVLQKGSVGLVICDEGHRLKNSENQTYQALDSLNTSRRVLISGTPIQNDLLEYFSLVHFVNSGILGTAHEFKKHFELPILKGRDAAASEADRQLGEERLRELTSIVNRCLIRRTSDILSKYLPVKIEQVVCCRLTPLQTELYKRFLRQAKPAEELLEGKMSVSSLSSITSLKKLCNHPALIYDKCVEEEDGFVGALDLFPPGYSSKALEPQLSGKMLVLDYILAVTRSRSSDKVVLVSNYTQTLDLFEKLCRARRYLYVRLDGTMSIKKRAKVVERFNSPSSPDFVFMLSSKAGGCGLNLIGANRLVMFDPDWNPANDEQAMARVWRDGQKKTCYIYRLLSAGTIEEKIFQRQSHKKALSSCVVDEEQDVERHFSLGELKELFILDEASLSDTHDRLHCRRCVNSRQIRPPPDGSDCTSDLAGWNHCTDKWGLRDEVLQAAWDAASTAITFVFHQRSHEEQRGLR
Cneo AK release – Cryptococcus neoformans lysis via adenylate kinase release. 0.2% of 360,000 active. lysis activity, % at 15 µM. C. neoformans lysis, adenylate kinase release luminescence, 4 h; normalised: neutral wells 0, clomiphene wells 100;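 active means mean lysis activity across replicates of at least 80%, whatever share of replicates individually reach that level; inactive means mean lysis activity below 80%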
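Assay system: Cryptococcus neoformans yeast cells / Dosing: single-point compound dose / Timing: 4 h at 37 °C static, read 1 h later / Measured by: luminescence of released adenylate kinase using an AK detection reagent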
E-sel inducer – E-selectin induction on HUVECs; P16581; 0.37% of 260,000 active; HUVEC E-selectin immunofluorescence imaging; normalized: neutral wells 0, TNF-alpha wells 100; activation, % at 7.58 µM;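 active means mean E-selectin-positive cell signal at least 10% of the positive control, reached in at least 60% of replicates, without over 20% cell loss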;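 further: in these data hits start at about 27%; measured in HUVEC primary endothelial cells; signal is the percent of cells scored E-selectin positive by PE staining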
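Read-out: % PE-positive cells | Test system: HUVEC | Doses: One compound dose added by pin transfer | Buffer or medium: EGM-2 over gelatin coat | Signal: Immunofluorescence imaging | Benchmarks: TNF-alpha, DMSO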
miR122 inh – miR-122 inhibition in Huh7 cells; 0.3% of 340,000 active; AID 602342; Huh7 miR-122 Renilla luciferase sensor, 48 h; neutral wells = 0, positive control = 100; activation (reporter increase), % at 12.5 µM;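 active means mean replicate activation score at least 90 and every replicate individually at or above 90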;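 further: higher luciferase means less miR-122 activity so hits act as miR-122 inhibitors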
RAD52 inh – inhibitors of human RAD52 DNA annealing | AID 651710 | inhibition, % at 18.7 µM | 0.46% of 360,000 active | recombinant RAD52 DNA annealing, FRET fluorescence;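 active means every replicate showing at least 50% inhibition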
PglD DTNB – blocks C. jejuni PglD acetyltransferase activity; purified PglD enzyme, DTNB colorimetric CoA detection; inhibition, % at 12.5 µM; 0.098% of 360,000 active; AID 602405; in the data active means inhibition above about 16%, passing the limit was not always enough; further: strong numbers were not always called active
* hit, by the source's call; · = not tested or not shown; & = joins results of further samples; [ ] = another dose, or the depositor's remark.

SMILES	ERAP1 inh	PGC1a acetyl inh	RAD54 inh	Cneo AK release	E-sel inducer	miR122 inh	RAD52 inh	PglD DTNB
N=c1c(C(=O)NCc2ccc3c(c2)OCO3)cc2c(=O)n3ccccc3nc2n1Cc1cccnc1	·	·	-3	0	·	40	·	-6
CC1=CC=CC2=NC(=O)CC(C)(C(=O)O)N12 (stereo not given)	0	19	3	-1	0.0	1	-6	·
COc1ccc(-c2ccc([C@H]3[C@@H](CO)N(C(=O)C4CC4)[C@H]3C#N)cc2)cc1	4	22	4	64	0.0	·	0	9
CCc1cccc(CC)c1NC(=S)NCc1ccc2[nH]c(C)cc2c1	2	-3	-9	4	0.0	14	-10	1
CN(C)CC(=O)Nc1ccc2c(c1)[C@H]1C[C@@H](CC(=O)NCc3ccccn3)O[C@H](CO)[C@H]1O2	-1	-4	14	-6	0.6	-3[16.7 µM]	-5	1
O=C(C(=O)N1CCN(c2ccc(F)cc2)CC1)c1cn(CC(=O)N2CCOCC2)c2ccccc12	0	-22	4	-13	0.3	-5	-8	-2
N#CCSc1nc2[nH]ncc2c(=O)n1-c1ccccc1Br	·	-9	13	-1	·	-6	·	-1
CC(C)(C)c1ccc(S(=O)(=O)/N=C2\C=C(NS(=O)(=O)c3ccccc3)C(=O)c3ccccc32)cc1	3	7	10	-1	·	15	-5	-2
O=C(CSCc1nc2ccccc2[nH]1)Nc1ccc2ccccc2c1	·	10	6	-1	·	-7	·	-3
CCOc1ccc2nc(NC(=O)c3ccoc3C)sc2c1	·	8	0	-12	·	-4	·	2
Cc1ccc(CNCC(=O)Nc2ccc(N3CCOCC3)cc2)cc1	15	-7	2	8	-0.1	-2	-1	-15
CCOC(=O)C1CCN(S(=O)(=O)c2ccc(OC)c(OC)c2)CC1	0	4	0	-1	·	·	-8	4
C[C@@H]1CN([C@@H](C)CO)C(=O)c2cc(-c3ccncc3)cnc2O[C@H]1CN(C)C(=O)Nc1ccc2c(c1)OCO2	2	9	5	48	0.1	3[16.7 µM]	1	-1
O=C(C[C@@H]1CC[C@H]2[C@@H](COC[C@H](O)CN2C(=O)Nc2ccc(C(F)(F)F)cc2)O1)NCC1CCCCC1	2	-8	1	0	0.4	-8[16.7 µM]	10	-1
CCC(CC)C(=O)Nc1nnc(SCC(=O)NC2CC2)s1	0	-4	5	-2	0.1	-1	-2	-1
Cc1ccccc1NC(=O)CN1CCN(c2ccc(F)cc2)CC1	-4	-1	1	0	-0.2	-2	-8	0
C/C(=C\CCC1(C)C2CC3C(C2)C31C)C(=O)O (stereo not given)	4	3	-20	2	·	0	-7	3
CCC(C)n1c(SCC(=O)NC2CC2)nc2ccccc2c1=O (stereo not given)	-1	-11	5	0	·	5	-6	1
CC(C)NC(=O)Nc1ccc2c(c1)CC(=O)N([C@H](C)CO)C[C@H](C)[C@@H](CN(C)Cc1ccc(C(F)(F)F)cc1)O2	-2	-2	-5	-2	-4.1	0[16.7 µM]	7	2
COc1ccc(NC(=O)Nc2ccc3c(c2)C(=O)N([C@H](C)CO)C[C@@H](C)[C@H](CN(C)Cc2ccc(-c4ccccc4)cc2)O3)cc1	-3	5	-7	-2	0.1	-6[16.7 µM]	34	-1
CCn1c(SCC(=O)NC2CCCC2)nnc1-c1ccncc1	4	11	4	-3	-0.1	-1	-1	-2
C[C@@H]1CCCCO[C@@H](CN(C)S(=O)(=O)c2ccc(F)cc2)[C@@H](C)CN([C@@H](C)CO)C(=O)c2cc(NC(=O)Nc3ccc(C(F)(F)F)cc3)ccc2O1	-1	7	-4	-2	·	2[16.7 µM]	7	3
Cc1ccc(CC(CC(=O)O)C(=O)NC2CCCCC2)cc1 (stereo not given)	·	2	3	-1	·	-3	·	5
CCC(C)c1ccc(NC(=S)NCc2cccs2)cc1 (stereo not given)	·	-2	3	-5	·	174*	·	11
COc1ccc(OC)c(CN2CCC(C(=O)N3CCOCC3)CC2)c1	4	·	3	1	0.6	-1	-5	-2
CSc1nc(N)nc2c1ncn2CC(=O)NCCCN1CCCC1=O	-2	-2	2	1	0.0	2	-5	1
COc1ccc2nc3oc(C(=O)N4CCCCC4)cc3cc2c1	·	-4	14	1	·	0	·	3
Cc1ncoc1C(=O)Nc1ccc(Oc2ccccc2)cc1	·	-20	-21	-4	·	-15	·	-3
CCC1(c2ccc(F)cc2)NC(=O)N(CC(=O)N2c3ccccc3NC(=O)CC2C)C1=O (stereo not given)	-1	·	-3	-1	8.0	·	-3	-2
O=C(COC(=O)c1ccccc1O)Nc1ccc(N2CCOCC2)cc1	-3	7	-5	1	·	-3	-2	-3
O=S(=O)(c1ccc(F)c(Cl)c1)N1CCCC1	2	-3	-5	-6	·	0	-11	-3
CS(=O)(=O)N1CCN(C(=O)CCc2ccccc2)CC1	2	7	-3	1	0.0	-7	0	-2
CCC(=O)N1[C@@H]2CN(C(=O)c3ccccc3F)c3ccccc3[C@@H]2[C@@H]1CO	0	-6	-5	-3	0.5	-19[16.7 µM]	1	0
CCOC(=O)c1cc2c(c(-c3cccc(Br)c3)n1)[C@H](CCO)N(C(=O)NC(C)C)C2	·	·	-5	1	0.0	·	·	-1
CCCC1CC(C(=O)Nc2ccccc2)C(=O)O1 (stereo not given)	·	-1	-10	-3	-0.1	16	-6	-4
CCCNC(=O)N(C)C[C@H]1Oc2cc(-c3cncnc3)ccc2S(=O)(=O)N([C@@H](C)CO)C[C@H]1C	0	5	-2	-1	1.1	2[16.7 µM]	-5	0
C(=N\N1CCN(c2ccccn2)CC1)/c1cccc2ccccc12	2	-2	-4	-2	0.0	-1	0	0
CC(=O)Nc1ccc(NC(=O)c2cc(-c3ccc(C)c(C)c3O)n[nH]2)cc1	1	-5	6	-10	0.2	7	-7	3
Cc1cc(C)nc(Nc2nc3ccccc3o2)n1	-4	3	5	0	0.3	3	-4	5
Cc1cc2oc(=O)cc(-c3ccccc3)c2c(C)c1-c1ccc(N(C)C)cc1	·	-1	-2	1	-6.5	-1	-11	3
Cc1ccc2nsnc2c1NC(=O)c1ccc2c(c1)OCCO2	2	-1	8	0	·	·	-3	2
O=S(=O)(N1CCCCC1)N1CCN(S(=O)(=O)N2CCCCC2)CC1	·	-4	10	2	·	-3	·	-1
Cc1noc(C)c1NC(=O)N(C)C[C@H]1OCCCC[C@H](C)Oc2ccc(NC(=O)Cc3ccccc3)cc2C(=O)N([C@@H](C)CO)C[C@@H]1C	-1	10	-11	0	-0.2	-2[16.7 µM]	3	1
Cc1cc(C)c(NC(=O)CSc2nnc(CNC(=O)c3ccccc3F)o2)c(C)c1	-4	1	-16	-3	·	-1	-3	-3
COc1ccc(S(=O)(=O)Nc2ccc3c(c2)C(=O)N([C@H](C)CO)C[C@@H](C)[C@@H](CN(C)C(=O)C2CCCCC2)OCCCC[C@@H](C)O3)cc1	-1	5	-4	-2	0.3	-10[16.7 µM]	22	1
O=C(O)CCC(=O)N(Cc1ccco1)c1nc(-c2ccccc2)cs1	·	-8	5	0	·	-9	·	-3
O=C(NCC1CCCO1)c1ccc2c(c1)N(Cc1ccc(F)cc1Cl)C(=O)CS2 (stereo not given)	-1	7	-20	0	·	-6	-7	-3
CCN(CC(=O)Nc1cc(Cl)ccc1C)C(=O)CCS(=O)(=O)c1ccc(C)cc1	4	11	-1	3	-0.5	-5	-19	2
CCCCCCCCOc1ccc(C2OC34CCCCC3C(C#N)(C#N)C2(C#N)C(=N)O4)cc1 (stereo not given)	·	16	-31	2	·	-1	·	-2
Cc1ccc(NC(=O)CNC(=O)COc2ccccc2)nc1	0	5	-7	0	-0.1	-1	-7	5
CC(C)(C)NC(=O)CCCCCCCC(=O)NC(C)(C)C	1	-5	·	·	3.2	22	12	·
CC(C)(C)C(=O)Nc1ccc(C(=O)N/N=C/c2ccccc2OC(=O)c2ccccc2)cc1	·	-21	2	4	·	5	·	4
COc1ccc2c3c([nH]c2c1)[C@@H](CO)N(Cc1cc(F)ccc1F)CC31CN(C(=O)CN(C)C)C1	-43	-7	·	·	0.4	·	-6	·
Cc1ccnc(NC(=O)C2CCN(S(=O)(=O)c3cccc4nsnc34)CC2)c1	·	-3	-1	-1	·	-5	·	3
CS(=O)(=O)Oc1ccc2c(c1)O/C(=C\c1cccnc1)C2=O	·	0	3	2	0.7	-5	2	-3
COc1cccc(/C=N/NC(N)=S)c1OS(=O)(=O)c1ccccc1	·	-16	0	-2	·	9	·	4
C/C(CC(C)C)=N\Nc1ccc(S(N)(=O)=O)cc1[N+](=O)[O-]	0	1	1	-2	·	-5	0	0
CC(=O)CSc1nnc(-c2ccncc2)n1C	·	5	-11	5	·	-1	·	-1
CCN(c1ccccc1)S(=O)(=O)c1cc(C(=O)Oc2ccc3c(C)cc(=O)oc3c2)ccc1C	·	2	-6	-2	-0.9	-1	·	2
Cc1ccc(S(=O)(=O)Nc2cccc(/C=C/C(=O)O)c2)cc1	·	-3	-1	-2	·	51	·	1

Five neighbouring entries already listed:
SMILES	ERAP1 inh	PGC1a acetyl inh	RAD54 inh	Cneo AK release	E-sel inducer	miR122 inh	RAD52 inh	PglD DTNB
O=C(O)CCC(=O)N(Cc1ccco1)c1nc(-c2ccccc2)cs1	·	-8	5	0	·	-9	·	-3
O=C(NCC1CCCO1)c1ccc2c(c1)N(Cc1ccc(F)cc1Cl)C(=O)CS2 (stereo not given)	-1	7	-20	0	·	-6	-7	-3
CCN(CC(=O)Nc1cc(Cl)ccc1C)C(=O)CCS(=O)(=O)c1ccc(C)cc1	4	11	-1	3	-0.5	-5	-19	2
CCCCCCCCOc1ccc(C2OC34CCCCC3C(C#N)(C#N)C2(C#N)C(=N)O4)cc1 (stereo not given)	·	16	-31	2	·	-1	·	-2
Cc1ccc(NC(=O)CNC(=O)COc2ccccc2)nc1	0	5	-7	0	-0.1	-1	-7	5

Going on with the list:
SMILES	ERAP1 inh	PGC1a acetyl inh	RAD54 inh	Cneo AK release	E-sel inducer	miR122 inh	RAD52 inh	PglD DTNB
O=C(O)C1CCCCC1C(=O)Nc1ccccc1F (stereo not given)	·	-8	-13	2	·	-6	·	·
O=C(NCc1ccccc1)C1=C[C@H](c2ccccc2)C[C@H](OCc2ccc(CO)cc2)O1	2	-10&-5	-10	0&-2	-0.1	-9	20	1
CN1c2ccc(-c3ccc(F)cc3)cc2[C@H]2[C@H](CCN2C(=O)C2CCOCC2)[C@H]1CO	-4	-3	3	6	1.2	1[16.7 µM]	4	1
CC(C)N(C(=O)Cn1cc(SCC(=O)NCC2CCCO2)c2ccccc21)C(C)C (stereo not given)	4	0	-9	-1	-0.1	-8	-12	2
Cc1ccc(NC(=O)[C@H](Cc2ccccc2)NC(=O)C2CCNCC2)cc1	-1	5	1	-2	·	-3	-21	4
Cc1cccc(NC(=S)NC(=O)C(c2ccccc2)c2ccccc2)n1	·	-17	2	4	·	4	·	2
COc1ccc(C(C)(C)C)cc1NC(=O)COc1ccc(-c2nnco2)cc1	0	-7	6	0	-0.1	-16	-18	4
CCC(=O)Nc1ccc2c(c1)C(=O)N(C)C[C@H](OC)[C@@H](C)CN(Cc1ccccn1)[C@@H](C)CO2	1	-1	5	0	0.0	11[16.7 µM]	-6	3
COc1ccc(CC(=O)Nc2nc(-c3ccc(F)c(F)c3)cs2)cc1OC	0	·	4	1	·	-16	-5	0
CCOC(=O)c1cnc2ccc(C(=O)OC)cc2c1Nc1cccc(C(=O)O)c1	-11	3	·	·	-0.2	·	-2	·

A different layout for two compounds above:
Structure | ERAP1 inh | PGC1a acetyl inh | RAD54 inh | Cneo AK release | E-sel inducer | miR122 inh | RAD52 inh | PglD DTNB
CCC(=O)Nc1ccc2c(c1)C(=O)N(C)C[C@H](OC)[C@@H](C)CN(Cc1ccccn1)[C@@H](C)CO2 | 1 | -1 | 5 | 0 | 0.0 | 11[16.7 µM] | -6 | 3
Cc1cccc(NC(=S)NC(=O)C(c2ccccc2)c2ccccc2)n1 | · | -17 | 2 | 4 | · | 4 | · | 2

Hits appear at their usual frequency. About 1.4% of those tested had a hit in this group.
